Pf Dd2 inh – inhibitors of Plasmodium falciparum Dd2 growth; P. falciparum Dd2 growth, SYBR Green, 72 h; active compounds read low; activity change, % at 10 µM; 94,000 compounds, 2.3% hits; in the data active = activity change below about -80%; inconclusive = no clear call, values can overlap the other calls
GASC1 inh – blocks human GASC-1 (KDM4C) demethylase activity. Q9H3R0. GST-KDM4C 2-372, H3K9me3 peptide, LANCE TR-FRET. inhibition, % at 12.5 µM. 96,000 compounds, 0.15% hits;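 active = mean replicate inhibition above about 25%, with at least 55% of replicates also reaching it, limit read from the data, passing the limit was not always enough; inconclusive = only one of those two conditions met; inactive = neither condition met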
Target sequence (Q9H3R0 2-372 limits assumed): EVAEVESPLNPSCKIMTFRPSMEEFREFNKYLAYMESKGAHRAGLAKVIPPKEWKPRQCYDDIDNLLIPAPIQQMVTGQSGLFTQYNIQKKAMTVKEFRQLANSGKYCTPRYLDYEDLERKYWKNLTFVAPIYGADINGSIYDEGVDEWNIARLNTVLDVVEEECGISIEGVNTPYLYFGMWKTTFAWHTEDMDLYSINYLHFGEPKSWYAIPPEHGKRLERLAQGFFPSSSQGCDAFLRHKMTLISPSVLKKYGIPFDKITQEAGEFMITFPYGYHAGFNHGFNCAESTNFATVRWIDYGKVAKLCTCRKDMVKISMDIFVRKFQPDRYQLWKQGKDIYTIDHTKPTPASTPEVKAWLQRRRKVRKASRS
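System: N-terminal GST-fused human GASC-1 (KDM4C) fragment, residues 2-372; amount: enzyme final amount 10 nM; incubation: reaction 30 min RT, detection step 1 h RT; medium: HEPES buffer, pH 7.5, plus ascorbate; technique: LANCE TR-FRET, Eu antibody, ULight-streptavidin, EDTA, ex 340 nm, em 618/671 nm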
C diff HTS – inhibitors of Clostridium difficile growth; 86,000 compounds, 0.25% hits; Clostridium difficile clinical isolate growth, OD600, 24 h; active compounds read low; growth activity, negative = inhibition, % at 16 µg/mL (by protocol);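 active = mean growth activity at or below -80% and every replicate also at or below -80%; inconclusive = mean at or below -80% but some replicate above -80%; inactive = mean growth activity above -80%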;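 also: 0% = DMSO wells and -100% = levofloxacin 16 µg/mL wells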
T cruzi growth – inhibitors of T. cruzi proliferation; AID 624255; 77,000 compounds, 5.9% hits; T. cruzi beta-gal in NIH3T3, GalScreen luminescence, 90 h; inhibition, % at 8.34 µM;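 active = mean inhibition above about 93%, with at least 55% of replicates each passing it, limit read from the data, passing the limit was not always enough; inconclusive = only one of those two conditions holds; inactive = neither condition holds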
Starred values were filed as active, the others as inactive; u = inconclusive; x = not tested or not shown; & = joins results of further samples.

The line under a structure holds: Pf Dd2 inh	GASC1 inh	C diff HTS	T cruzi growth
> COc1ccc(NC(=O)N(C)C[C@@H]2Oc3ccc(NC(=O)Cn4cnnn4)cc3C(=O)N([C@H](C)CO)C[C@H]2C)cc1
  33.6	-1.9	x	-43.2
> O=S(=O)(c1ccccc1F)N1CC[C@@H]2[C@@H](CO)Nc3ccc(-c4ccccc4F)cc3[C@@H]21
  -11.9	0.4	-1.0	53.3
> O=C(C[C@H]1C[C@@H]2c3cc(NC(=O)c4ccc5c(c4)OCO5)ccc3O[C@@H]2[C@@H](CO)O1)NCC1CC1
  2.6	0.5	-0.3	-17.4
> C[C@H](CO)N1C[C@H](C)[C@H](CN(C)CC2CCCCC2)Oc2ccc(NS(=O)(=O)c3ccccc3)cc2CC1=O
  12.2	0.5	-15.5	20.7
> N#C[C@@H]1[C@H](c2ccccc2)[C@@H](CO)N1C(=O)c1cc(Cl)cc(Cl)c1
  -19.4	0.4	-0.7	37.9
> C[C@@H]1CN([C@@H](C)CO)C(=O)CCCn2cc(nn2)CO[C@@H]1CN(C)S(=O)(=O)c1cccc(F)c1
  4.9	-0.9	x	-8.3
> CCC(=O)N1C[C@H](C)[C@H](OC)CN(C)C(=O)c2cc(NC(=O)Nc3cccc(F)c3)ccc2OC[C@@H]1C
  -86.1*	2.3	x	43.9
> CS(=O)(=O)Nc1ccc2c(c1)[C@@H]1C[C@H](CC(=O)NC3CCCC3)O[C@H](CO)[C@@H]1O2
  30.2	-1.7	3.3	-47.7
> Cc1cccc(S(=O)(=O)N2C[C@@H](O)COC[C@H]3O[C@H](CC(=O)Nc4ccccc4)CC[C@@H]32)c1
  -7.6	2.8	-22.9	21.8
> CO[C@@H]1CN(C)C(=O)c2cc(NC(=O)Nc3ccccc3)ccc2OC[C@H](C)N(C(=O)CN(C)C)C[C@H]1C
  43.2	0.3	2.2	-9.8
> COCC(=O)N(C)C[C@@H]1Oc2cc(C#Cc3ccccc3)ccc2S(=O)(=O)N([C@@H](C)CO)C[C@@H]1C
  -60.4	0.8	-15.7	25.4
> COc1ccc(CN(C)C[C@H]2OCCCC[C@H](C)Oc3ccc(NC(=O)NC(C)C)cc3C(=O)N([C@H](C)CO)C[C@H]2C)cc1
  x	2.0	2.8	-30.6
> O=C(N[C@H]1CC[C@H](CCn2cc(-c3ccccn3)nn2)O[C@H]1CO)c1ccncc1
  -14.6	1.2	-1.4	31.5
> CCCC#Cc1ccc2c(c1)O[C@@H](CN(C)S(C)(=O)=O)[C@H](C)CN([C@H](C)CO)S2(=O)=O
  -11.7	-0.5	1.8	15.4
> C[C@H](CO)N1C[C@H](C)[C@@H](CN(C)C(=O)CCCN(C)C)OCCCC[C@H](C)Oc2ccc(NC(=O)C3CCCCC3)cc2C1=O
  23.3	16.8	5.6	-16.3
> C[C@H]1CN([C@@H](C)CO)C(=O)c2cccc(NC(=O)Nc3ccc(C(F)(F)F)cc3)c2O[C@@H]1CN(C)Cc1ccc2c(c1)OCO2
  3.5	x	x	97.0
> CNC[C@H]1Oc2ccc(NS(=O)(=O)c3ccc(C)cc3)cc2C(=O)N([C@H](C)CO)C[C@H]1C
  38.5	-0.6	4.6	x
> Cc1ccc(S(=O)(=O)N(C)C[C@@H]2OCc3cn(nn3)CCCC(=O)N([C@@H](C)CO)C[C@H]2C)cc1
  10.0&2.3	-2.1	-1.8	-6.1&-7.2
> COCCNC(=O)C[C@H]1C[C@H]2c3cc(NC(=O)Nc4ccc(OC)cc4)ccc3O[C@H]2[C@H](CO)O1
  -7.8	0.1	0.6	-3.8
> O=C(C[C@@H]1CC[C@H](NC(=O)Nc2ccccc2F)[C@H](CO)O1)NCc1ccccc1
  12.0	1.3	-3.2	-38.6
> Cc1nn(C)cc1NC(=O)C[C@@H]1CC[C@H]2[C@H](COc3ccc(NC(=O)c4cccc(F)c4)cc3C(=O)N2C)O1
  -32.7	2.3	-6.2	3.4
> C[C@@H]1CN([C@@H](C)CO)C(=O)c2cccc(NS(=O)(=O)c3ccc(F)cc3)c2O[C@@H]1CN(C)S(=O)(=O)c1cccs1
  -32.1	-3.6	0.4	-14.3
> C[C@@H]1CN([C@@H](C)CO)C(=O)c2cc(N(C)C)ccc2O[C@H]1CN(C)C(=O)NC1CCCCC1
  5.2	0.0	-1.0	-11.2
> COc1ccccc1-c1ccc2c(c1)O[C@H](CN(C)C(C)=O)[C@H](C)CN([C@@H](C)CO)S2(=O)=O
  -3.3	-1.1	-0.1	x
> CO[C@H](CN(C)C(=O)c1ccccc1F)[C@H](C)CN([C@H](C)CO)S(=O)(=O)c1ccc(F)cc1
  14.4	-1.5	x	31.2
> C[C@@H]1CN([C@H](C)CO)C(=O)Cc2cc(NC(=O)Nc3ccc(F)cc3)ccc2O[C@@H]1CN(C)CC1CCCCC1
  -33.1	0.6	4.4	68.6
> Cc1ccc(S(=O)(=O)N(C)C[C@@H]2OCCCC[C@H](C)Oc3ccc(NS(=O)(=O)c4ccccc4)cc3C(=O)N([C@H](C)CO)C[C@H]2C)cc1
  -51.2	-2.8	-0.1	78.2
> CCCC#Cc1cnc2c(c1)C(=O)N([C@H](C)CO)C[C@H](C)[C@@H](CN(C)Cc1ccc3c(c1)OCO3)O2
  -42.1	-0.3	10.4	-47.4
> CCCNC(=O)[C@H]1[C@H](CO)[C@H]2Cn3c(ccc(/C=C/c4ccccc4)c3=O)[C@@H]1N2C(=O)c1cccnc1
  -3.3	0.0	-1.1	-15.7
> C[C@H]1CN([C@@H](C)CO)C(=O)c2cc(-c3cccc(C#N)c3)cnc2O[C@H]1CN(C)C
  31.0	5.4	-0.1	57.3
> C[C@H](CO)N1C[C@H](C)[C@H](CN(C)S(=O)(=O)c2ccccc2)Oc2ccc(NC(=O)C3CC3)cc2C1=O
  4.6	-0.5	-3.6	x
> CCS(=O)(=O)Nc1ccc2c(c1)C(=O)N(C)C[C@@H](OC)[C@@H](C)CN(C(=O)NC(C)C)[C@@H](C)CO2
  21.5	-0.1	x	-36.0
> C[C@H]1CN([C@@H](C)CO)C(=O)CCCn2cc(nn2)CO[C@@H]1CN(C)S(=O)(=O)c1cccc(C#N)c1
  27.2	-0.7	4.0	x
> C[C@@H]1CN([C@@H](C)CO)C(=O)c2cc(/C=C/c3ccccc3)cnc2O[C@H]1CN(C)C(=O)c1cccc(F)c1
  -65.1	-1.4	-7.9	100.0
> C[C@H](CO)N1C[C@H](C)[C@H](CN(C)C(=O)Nc2ccccc2)OCCCC[C@H](C)Oc2ccc(NS(=O)(=O)c3cccs3)cc2C1=O
  x	-2.1	4.7	41.8
> CO[C@@H]1CN(C)C(=O)c2cc(NC(=O)Nc3cccc(Cl)c3)ccc2OC[C@@H](C)NC[C@H]1C
  -23.3	-0.7	x	-13.3
> CCCN1C[C@@H](C)[C@H](OC)CN(C)C(=O)c2cc(NC(=O)Nc3c(C)noc3C)ccc2OC[C@@H]1C
  28.2	-1.5	x	-30.9
> COc1ccc(NC(=O)N(C)C[C@@H]2Oc3ncc(-c4cc5ccccc5o4)cc3C(=O)N([C@H](C)CO)C[C@@H]2C)cc1
  -46.7	0.5	0.8	109.2*
> C[C@H](CO)N1C[C@H](C)[C@@H](CN(C)Cc2ccc(C(F)(F)F)cc2)Oc2ccc(NS(=O)(=O)c3ccc(Cl)cc3)cc2C1=O
  -4.2	5.4	21.5	64.1
> Cc1noc(C)c1NC(=O)N(C)C[C@@H]1OCCCC[C@H](C)Oc2ccc(NC(=O)CCC(F)(F)F)cc2C(=O)N([C@@H](C)CO)C[C@@H]1C
  -48.9	0.5	-7.3	14.6
> CCC(=O)N1[C@@H](C#N)[C@H](c2ccccc2-c2ccccc2)[C@@H]1CO
  -11.8	-0.9	-1.1	x
> CCC(=O)N(C)C[C@@H]1Oc2cc(C#CC(C)(C)O)ccc2S(=O)(=O)N([C@H](C)CO)C[C@@H]1C
  3.0	-0.9	3.0	9.1
> C[C@H](CO)N1C[C@H](C)[C@H](CN(C)Cc2ccc(Oc3ccccc3)cc2)OCc2cn(nn2)CCCC1=O
  6.0	0.8	x	-3.6
> O=C(c1ccc(F)cc1)N1CCCCN2[C@@H](CO)[C@@H](c3ccc(C#CC4(O)CCCC4)cc3)[C@@H]2C1
  2.5	0.2	20.1	u
> COc1cccc(S(=O)(=O)N(C)C[C@H]2Oc3ncc(-c4cccc(C(=O)N(C)C)c4)cc3C(=O)N([C@H](C)CO)C[C@H]2C)c1
  20.0	-0.6	-4.2	-16.1
> O=S(=O)(N[C@@H]1CC[C@H](CCn2cc(C3CC3)nn2)O[C@@H]1CO)c1ccc(Cl)cc1
  -19.5	-0.6	2.4	27.2
> COc1ccc(S(=O)(=O)Nc2ccc3c(c2)C(=O)N([C@H](C)CO)C[C@H](C)[C@H](CN(C)S(=O)(=O)c2cn(C)cn2)O3)cc1
  17.6	-0.6	-0.6	-0.7
> C[C@H]1CN([C@@H](C)CO)C(=O)c2cccc(NC(=O)c3cnccn3)c2O[C@@H]1CN(C)C(=O)Nc1cccc2ccccc12
  6.6	1.0	-1.1	7.2
> O=C(c1ccccc1F)N1CC(=O)N2[C@H](C1)[C@@H](c1ccc(-c3cccnc3)cc1)[C@@H]2CO
  -86.7*	0.7	-3.5	x
> CCCNC(=O)Nc1ccc2c(c1)C(=O)N(C)C[C@@H](OC)[C@H](C)CN(CC1CCCC1)[C@H](C)CO2
  x	-0.4	x	-60.5
> O=C([C@@H]1[C@@H](CO)[C@@H]2Cn3c(cccc3=O)[C@@H]2N1CCC(F)(F)F)N1CCCCC1
  x	-1.2	1.6	54.2
> O=C(c1cccnc1)N1CC[C@@H]2[C@H]1c1cc(C#Cc3cccnc3)ccc1N[C@@H]2CO
  -55.6	-0.9	-19.6	-34.4
> C[C@@H]1CCCCO[C@@H](CN(C)C)[C@H](C)CN([C@H](C)CO)C(=O)c2cc(NC(=O)Nc3ccc(C(F)(F)F)cc3)ccc2O1
  12.6	x	12.7	25.5
> COc1cc(CN2CC3(CCN(C(=O)Nc4c(C)noc4C)CC3)c3c([nH]c4cc(OC)ccc34)[C@@H]2CO)cc(OC)c1
  -29.6	1.8	2.9	x
> CNC[C@H]1Oc2cc(-c3ccncc3)ccc2S(=O)(=O)N([C@H](C)CO)C[C@@H]1C
  -15.6	-3.2	3.2	56.4
> CCCC(=O)Nc1ccc2c(c1)OC[C@@H](C)N(Cc1ccncc1)C[C@H](C)[C@H](OC)CN(C)C2=O
  -43.4	0.7	-2.1	33.2
> O=C1CN(S(=O)(=O)Cc2ccccc2)C[C@@H]2[C@@H](c3ccc(C#CC4CC4)cc3)[C@@H](CO)N12
  -14.0	x	2.8	x
> O=C(C[C@H]1CC[C@@H]2[C@H](COC[C@H](O)CN2Cc2cc(F)ccc2F)O1)N[C@@H]1CCN(Cc2ccccc2)C1
  -77.2	0.3	0.7&-7.9	129.8*
> COCC(=O)N1C[C@H](C)[C@H](OC)CN(C)C(=O)c2cc(NC(=O)Nc3ccccc3)ccc2OC[C@H]1C
  1.0	0.0	x	-15.5
> CO[C@@H]1CC[C@@H]2CCN(C)C(=O)C[C@@H](c3ccccc3)CN(C)C(=O)c3cc(C#N)ccc3OC[C@H]1O2
  x	0.4	-5.0	-3.2

(cont.)
The line under a structure holds: Pf Dd2 inh	GASC1 inh	C diff HTS	T cruzi growth
> COc1ccc(S(=O)(=O)Nc2ccc3c(c2)C(=O)N([C@@H](C)CO)C[C@H](C)[C@@H](CN(C)CC2CC2)O3)cc1
  7.7	0.7	0.0	x
> C[C@H]1CN([C@@H](C)CO)C(=O)c2cccc(NC(=O)Nc3ccccc3)c2O[C@@H]1CN(C)Cc1ccc(C(F)(F)F)cc1
  -32.2	-2.5	10.9	73.4
> CCNC(=O)C[C@@H]1CC[C@H]2[C@@H](COC[C@@H](O)CN2C(=O)Nc2cccc(OC)c2)O1
  28.5	1.8	4.0&-5.9	x
> CC(C)CC#Cc1ccc2c(c1)O[C@@H](CN(C)C(=O)c1ccccc1)[C@@H](C)CN([C@H](C)CO)S2(=O)=O
  -56.5	-6.2	18.9	x
> CCNC(=O)C[C@@H]1CC[C@H]2[C@@H](COC[C@@H](O)CN2C(=O)CC)O1
  -6.2	-1.4	x	25.6
> O=C(NC[C@H]1[C@@H](c2ccccc2)[C@H](CO)N1C(=O)C1CCC1)NC1CCCC1
  7.6	3.3	-7.6	36.7
> COc1ccc(C#Cc2ccc([C@@H]3[C@H](CO)N4C(=O)CN(C(=O)NC(C)C)C[C@@H]34)cc2)cc1
  -10.0	-3.5	-6.7	x
> CS(=O)(=O)Nc1ccc2c(c1)[C@H]1C[C@H](CC(=O)N3CCOCC3)O[C@@H](CO)[C@H]1O2
  -4.8	1.0	-0.8	11.2

Ordered by the number under Pf Dd2 inh (high to low): 3 of the compounds above.
SMILES | Pf Dd2 inh
CCNC(=O)C[C@@H]1CC[C@H]2[C@@H](COC[C@@H](O)CN2C(=O)Nc2cccc(OC)c2)O1 | 28.5
COc1ccc(C#Cc2ccc([C@@H]3[C@H](CO)N4C(=O)CN(C(=O)NC(C)C)C[C@@H]34)cc2)cc1 | -10.0
CC(C)CC#Cc1ccc2c(c1)O[C@@H](CN(C)C(=O)c1ccccc1)[C@@H](C)CN([C@H](C)CO)S2(=O)=O | -56.5
